# From PubChem
# GLP1R inv ag: qHTS of GLP-1 Receptor Inverse Agonists (Inhibition Mode); Potency, µM (titrated, usually from 38.3 µM), for the others: at the top dose activity change, negative = inhibition, actives largely listed as inhibitors; HEK293 GLP-1R CRE-luciferase, luminescence, 24 h; GLP-1R form is constitutively active; Glucagon-like peptide 1 receptor (Homo sapiens), P43220; AID 624417, 2012; 410,000 tested, 1.6% active; also: potency is read from the fitted curve at half-maximal effect; % is scaled to controls: 0 for no effect and ±100 for the full control effect; nearly all actives have a fitted effect of over 55% in size
#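 HEK293 cells stably co-expressing constitutively active GLP-1R and a cAMP-responsive luciferase reporter were seeded in DMEM with 10% Nu serum, given compounds after 12 h, and incubated 24 h at 37 deg C. Luminescence was then read.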
# GLP-1R agonist: qHTS of GLP-1 Receptor Agonists; HEK293 GLP-1R CRE-luciferase, luminescence, 4-6 h; cells express a hypersensitive GLP-1R form; Potency, µM (doses to about 45.6 µM), for inactives: at the highest dose activation, hits mostly activators; 380,000 tested, 0.007% active; AID 624172, 2012; also: potency is read from the fitted curve at half-maximal effect; % of control where 0% means no effect
# D3 ag: qHTS of D3 Dopamine Receptor Agonist: qHTS | D3R DiscoveRx beta-arrestin cells, luminescence, 90 min | 410,000 tested, 0.58% active | max activation, % | D(3) dopamine receptor (Homo sapiens), P35462 | AID 652048, 2013; in the data active = max activation above about 30%; also: 0% is about no effect; mostly tested at two doses, the higher about 12 µM
#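 Agonist mode: compounds and dopamine controls were applied to plated cells for 90 min at 37 degrees C after an overnight attachment at 1500 cells/well. Luminescent read-out followed 30 - 60 minutes at room temperature with DiscoveRx detection reagent.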
# PLK1 PBD inh: qHTS for Inhibitors of PLK1-PDB (polo-like kinase 1 - polo-box domain): Primary Screen; Plk1 PBD binding of FITC phosphopeptide, fluorescence polarization; Serine/threonine-protein kinase PLK1 (Homo sapiens), P53350; 360,000 tested, 2.8% active; AID 720504, 2013; Potency, µM, without a hit: max response, negative = inhibition, actives largely listed as inhibitors; also: potency is read from the fitted curve at half-maximal effect; series mostly up to about 57 µM; % is scaled to controls: 0 for no effect and ±100 for the full control effect; nearly all actives have a fitted effect of over 65% in size
# PI5P4Ka inh: qHTS for Inhibitors of phosphatidylinositol 5-phosphate 4-kinase (PI5P4K); PI5P4Kalpha enzyme, ADP-Glo luminescence, 60 min; stronger effect = lower value; Phosphatidylinositol 5-phosphate 4-kinase type-2 alpha (Homo sapiens), P48426; AID 652105, 2013; 330,000 tested, 1.2% active; max response, %; active = max response of -50% or lower; inconclusive = between -30% and -50%; inactive = -30% or higher; also: value at the top dose of about 77 µM; % is scaled to controls: 0 for no effect and ±100 for the full control effect
#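 Quantitative HTS of the MLSMR library against PI5P4Kalpha with substrate. ATP added last at 5 microM final; room temperature, 60 minutes. Remaining ATP depleted, ADP converted and read as luminescence.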
# D3 antag: qHTS of D3 Dopamine Receptor Antagonist: qHTS; D(3) dopamine receptor (Homo sapiens), P35462; D3R cells, DiscoveRx beta-arrestin luminescence, antagonist mode; stronger effect = lower value; max response, negative = inhibition, %; 360,000 tested, 2.5% active; AID 652054, 2013; in the data active = max response below about -50%; inconclusive = no clear call, values can overlap the other calls; also: % is scaled to controls: 0 for no effect and ±100 for the full control effect; mostly tested at two doses, the higher about 12 µM
#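 Cells plated overnight at 1500 cells/well, then exposed to library compounds with dopamine controls for 90 minutes at 37 degrees C. DiscoveRx reagent added for 30–60 minutes at room temperature; luminescence read, quantitative HTS format.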
# HEK293 tox: qHTS of GLP-1 Receptor Inverse Agonists: Cytotox Screen. Potency, µM (top dose mostly 38.3 µM), for inactives: at the top dose activity change, negative = inhibition, most hits filed as inhibitors. HEK293 cAMP-luciferase reporter cells, luminescence, 24 h. 410,000 tested, 0.13% active;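 also: loss of luciferase light is scored as toxicity; potency is read from the fitted curve at half-maximal effect; % is scaled to controls: 0 for no effect and ±100 for the full control effect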
#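 Seeding density was 200 cells/uL; after overnight-length (12 h) culture, 23 nL compounds went on for 24 h at 37 °C. Readout used a luciferase detection reagent, luminescence taken after 12 min at room temperature.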
# WRN helicase inh: qHTS for Inhibitors of WRN Helicase. Bifunctional 3'-5' exonuclease/ATP-dependent helicase WRN (Homo sapiens), Q14191. WRN helicase unwinding, fluorescent forked duplex, kinetic. Potency, µM (highest dose often 114 µM), inactives show at the top dose activity change, negative = inhibition, most hits filed as inhibitors. AID 651768, 2012. 360,000 tested, 0.46% active; also: potency is read from the fitted curve at half-maximal effect; % is scaled to controls: 0 for no effect and ±100 for the full control effect; nearly all actives have a fitted effect of over 55% in size
# Target sequence (Q14191 whole entry, looked up): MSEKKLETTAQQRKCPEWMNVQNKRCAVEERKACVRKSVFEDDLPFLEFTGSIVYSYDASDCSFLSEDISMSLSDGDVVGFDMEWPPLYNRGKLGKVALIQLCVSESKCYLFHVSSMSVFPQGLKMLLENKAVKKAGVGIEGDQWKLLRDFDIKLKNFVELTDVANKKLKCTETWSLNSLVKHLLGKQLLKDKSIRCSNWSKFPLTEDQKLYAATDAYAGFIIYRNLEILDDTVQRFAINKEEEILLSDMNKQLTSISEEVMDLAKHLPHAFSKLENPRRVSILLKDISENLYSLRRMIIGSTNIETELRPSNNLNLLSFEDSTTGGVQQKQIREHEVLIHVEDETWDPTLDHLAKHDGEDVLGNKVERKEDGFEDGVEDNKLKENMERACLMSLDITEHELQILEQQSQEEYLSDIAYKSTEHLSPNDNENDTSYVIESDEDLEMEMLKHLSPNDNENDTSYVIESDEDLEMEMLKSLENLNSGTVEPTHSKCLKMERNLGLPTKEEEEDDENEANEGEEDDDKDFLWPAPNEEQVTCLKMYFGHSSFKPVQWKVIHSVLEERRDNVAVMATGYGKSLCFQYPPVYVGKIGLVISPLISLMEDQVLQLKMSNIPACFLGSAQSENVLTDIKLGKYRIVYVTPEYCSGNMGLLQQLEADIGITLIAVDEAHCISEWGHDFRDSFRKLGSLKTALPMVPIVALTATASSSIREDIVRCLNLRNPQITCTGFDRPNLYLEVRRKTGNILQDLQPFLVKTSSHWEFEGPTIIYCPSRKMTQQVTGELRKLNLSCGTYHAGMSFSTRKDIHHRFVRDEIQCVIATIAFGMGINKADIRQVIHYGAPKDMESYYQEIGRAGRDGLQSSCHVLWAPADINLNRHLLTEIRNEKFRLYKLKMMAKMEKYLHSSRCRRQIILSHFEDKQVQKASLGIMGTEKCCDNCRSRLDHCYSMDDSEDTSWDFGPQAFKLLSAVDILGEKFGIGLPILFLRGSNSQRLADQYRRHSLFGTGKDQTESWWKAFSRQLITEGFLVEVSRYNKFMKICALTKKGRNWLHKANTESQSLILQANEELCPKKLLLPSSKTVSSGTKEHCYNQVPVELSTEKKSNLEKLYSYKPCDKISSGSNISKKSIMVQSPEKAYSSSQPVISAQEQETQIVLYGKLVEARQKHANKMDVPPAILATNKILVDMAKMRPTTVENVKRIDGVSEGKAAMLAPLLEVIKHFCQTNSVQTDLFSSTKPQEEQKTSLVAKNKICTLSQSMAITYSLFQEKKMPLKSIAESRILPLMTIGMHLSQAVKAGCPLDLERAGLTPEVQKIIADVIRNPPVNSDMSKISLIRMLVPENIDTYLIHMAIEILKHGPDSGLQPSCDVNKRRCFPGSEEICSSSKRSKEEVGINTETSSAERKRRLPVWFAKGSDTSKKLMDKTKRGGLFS
#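 Screening of the MLSMR collection measured strand separation of a quenched forked DNA duplex (100 nM) by 20 nM WRN with 2 mM ATP, all final. Compounds were preincubated with enzyme 15 min at room temperature.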
# IL-2 act: qHTS of IL-2 Activators | IL-2 activation reporter assay, cell-based qHTS; stimulated with anti-CD3/CD4/CD28 beads; in transgenic mouse T cells | activation, % (series mostly up to about 46 µM) | 360,000 tested, 0.065% active; in the data active = activation above about 50%; inconclusive = mostly about 30% to 49%; also: 0% is about no effect
#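 Unstimulated transgenic mouse T cells preincubated 60 min with compound, then stimulated with anti-CD3/anti-CD4-coated beads plus anti-CD28 for 18 h at 37 degrees C. IL-2 response read as EGFP and DsRed fluorescence by plate cytometry.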
# Active calls of the source: *; ? = inconclusive; . = no result given; & = joins results of further samples; [ ] = dose if it differs, or a comment. Unless noted, calls follow the shape of the dose curve; as a rule, active = well fitted curve in the direction sought with a large enough effect; inconclusive = small, poorly fitted or top-dose-only effect, or another doubt; inactive = no such curve, though single readings can be large; an effect the other way counts as inactive or inconclusive.
SMILES,GLP1R inv ag,GLP-1R agonist,D3 ag,PLK1 PBD inh,PI5P4Ka inh,D3 antag,HEK293 tox,WRN helicase inh,IL-2 act
CCCc1sc(N/N=C/c2ccccn2)nc1-c1ccc(Br)cc1,0%,-9%,6,-3%,.,2,-19%,-1%,-0.6
COc1ccc(Cn2nnnc2C(c2cccs2)N2CCOCC2)cc1 (centres undefined),-13%,-1%,2,2%,4,16,0%,-6%,0.5
CC1CN(C(=S)SCC(=O)c2ccc(Cl)cc2)CC(C)O1 (centres undefined),?,0%,1,-6%,-8,2,-7%,-4%,-2.1
COc1cc(OC)cc(C(=O)NCC(=O)NC(C)c2ccccc2)c1 (centres undefined),-7%,6%,-7,-5%,0,-18,0%,-5%,-2.5
CC(C)Cc1cc(C(=O)Nc2sc3c(c2C#N)CCC3)no1,-16%,-2%,-9,24µM*,-19,11,1%,-12%,-2.4
Cc1cccc(C(=O)Nc2ccccc2C(=O)OCC(=O)Nc2ccc(C#N)cc2)c1,4%,-23%,3,0%,3,11,-18%,-5%,0.0
COc1ccc(C(C(=O)NC2CCCC2)N(CCCO)C(=O)Cn2nnc(-c3ccc(C)o3)n2)cc1 (centres undefined),-14%,10%,-20,-1%,-4,-9,-6%,8%,2.8
Cc1cc(C)cc(C(O)c2ncc(-c3ccc4ccccc4c3)[nH]2)c1 (centres undefined),?,4%,-12,-7%,6,-56*,4%,-10%,-0.3
Cc1cc(NC(=O)CSc2nc(C)c(C)n2CC(C)C)no1,-2%,11%,-5,-25%,-1,-15,8%,-13%,-0.7
O=[N+]([O-])c1ccc(N/N=C/c2ccccc2)cc1,?,16%,-8,5%,23,-14,7%,-4%,-0.8
Cc1nc2cc(NCc3nc4ccccc4n3Cc3ccccc3)ccc2n1C,0%,-1%,-16,-9%,-23,-10,-12%,-31%,-4.0
O=C(CCNC(=O)c1ccccc1Cl)N/N=C\c1ccc(O)cc1,-10%,-2%,-5,12µM*,-12,3,-3%,-5%,-3.6
Cc1[nH]n(-c2ccccc2)c(=O)c1C=Nc1cccc(F)c1,-10%,4%,-15,-1%,-1,-27,-22%,-23%,-1.1
CCN(C(=O)Cn1c(=O)oc2cc(S(=O)(=O)N3CCCC3)ccc21)c1ccc(OC)cc1,-10%,0%,-12,-1%,5,-1,-3%,-2%,-2.9
CC1=C(C(N)=O)C(c2ccncc2)n2nc(-c3ccccc3Cl)nc2N1 (centres undefined),13%,-4%,-12,30µM*,-2,0,-9%,-15%,3.8
CCNC(=O)c1ccc(NC(=O)CC2SC(N3CCCC3)=NC2=O)cc1 (centres undefined),-3%,-11%,4,-1%,7,0,0%,-7%,-3.6
COc1ccc(NC(=O)N/C=C/c2ccccc2)cc1,-19%,6%,-7,-17%,-1,-15,-1%,-14%,0.1
O=C(CCc1ccccc1)NCc1ccccn1,0%,-8%,-6,-4%,.,26,-3%,0%,-0.3
O=C(NCc1ccccc1)c1ccc(S(=O)(=O)N2CCCc3ccccc32)cc1,-23%,6%,-5,-7%,3,?,2%,-11%,-1.6
CCCCN(Cc1ccccc1)S(=O)(=O)c1cc2c(cc1Br)CC(C)N2C(C)=O (centres undefined),?,-4%,-7,0%,3,15,-27%,-9%,-0.3
CCCCN(CCCC)Cc1ccc(C(=O)NNC(=O)Nc2ccc(F)cc2)o1,?,2%,0,8%,2,0,-9%,-11%,-0.5
CCO/C(C)=N/n1c2nc3ccccc3nc2c2c(=O)n(Cc3ccccc3Cl)c(C)nc21,46%[activator],3%,4,-23%,7,-11,1%,58%[activator],-0.1
CCOC(=O)C1=C(CC)NC2=C(C(=O)CCC2)C1c1ccc(OC)c(OC)c1 (centres undefined),37%[activator],-2%,4,-8%,1,6,-6%,-1%,1.3
CCOC(=O)c1cnc(SCC)[nH]c1=O,3%,-13%,0,-11%,-10,6,5%,-30%[57.1 µM],-0.1
CCN(C(=O)C(C)OC(=O)CCCNC(=O)c1ccc(Cl)cc1)c1ccccc1 (centres undefined),-9%,3%,4,-1%,-1,7,-12%,4%,3.7

# The list goes on; the last 4 above are carried over.
SMILES,GLP1R inv ag,GLP-1R agonist,D3 ag,PLK1 PBD inh,PI5P4Ka inh,D3 antag,HEK293 tox,WRN helicase inh,IL-2 act
CCO/C(C)=N/n1c2nc3ccccc3nc2c2c(=O)n(Cc3ccccc3Cl)c(C)nc21,46%[activator],3%,4,-23%,7,-11,1%,58%[activator],-0.1
CCOC(=O)C1=C(CC)NC2=C(C(=O)CCC2)C1c1ccc(OC)c(OC)c1 (centres undefined),37%[activator],-2%,4,-8%,1,6,-6%,-1%,1.3
CCOC(=O)c1cnc(SCC)[nH]c1=O,3%,-13%,0,-11%,-10,6,5%,-30%[57.1 µM],-0.1
CCN(C(=O)C(C)OC(=O)CCCNC(=O)c1ccc(Cl)cc1)c1ccccc1 (centres undefined),-9%,3%,4,-1%,-1,7,-12%,4%,3.7
CC1(C)Cc2c(cnn2-c2ccc(F)cc2)C(NC(=O)c2ccc(=O)oc2)C1 (centres undefined),1%,-1%,2,-8%,-10,3,1%,-29%,1.3
COc1ccc([C@@H]2[C@@H]3C(=O)N(C(C)(C)C)C(=O)[C@@H]3[C@]3(Cc4ccccc4)C(=O)N(c4cccc(C)c4)C(=O)N23)cc1,-5%,-6%,-2,-28%,1,0,10%,0%,-1.5
ONC(=Nc1ccc(Cl)cc1)c1ccccc1Cl,0%,6%,7,-2%,.,20,3%,0%,0.4
COc1ccccc1-c1nnc(SCC(=O)O)n1-c1ccc(C)cc1,5%,1%,9,-4%,3,3,0%,3%,12
COc1ccc(Cl)cc1NC(=O)C(C)OC(=O)c1ccc(NS(=O)(=O)c2ccc3[nH]c(=O)[nH]c3c2)cc1 (centres undefined),26%,-2%,-22,4%,-15,-24,6%[1.53 µM],?,0.7
O=[N+]([O-])c1ccc2nc(-c3ccc(Cl)cc3)n(OCc3ccccc3)c2c1,0%,1%,-4,-7%,5,1,-17%,-16%,1.4
COc1cc(/C=N/O)ccc1OCc1ccccc1Cl,?,?,11,-16%,16,17,-14%,-7%,0.0
O=C(Cn1cnc2c(nnn2Cc2ccc(Cl)cc2)c1=O)NCc1ccco1,0%,3%,-5,-12%,.,-14,?,-16%,-0.1
COc1ccc(-c2cc(C(F)(F)F)n3nc(C(=O)NCC45CC6CC(CC(C6)C4)C5)cc3n2)cc1OC,9%,-2%,6,.,.,.,18%,.,.
Brc1cccc(-c2nnc3sc(CNCc4ccco4)cn23)c1,6%,-8%,-1,-15%,-22,11,-7%,-6%,-0.8
CC1CCN(C(=O)CCc2nnc3ccc(N4CCC5(CC4)OCCO5)nn23)CC1,23%,2%,8,-8%,2,1,-3%,6%,-0.8
CCOC(=O)N1CCN(C(=O)c2c(-c3c(Cl)cccc3Cl)noc2C)CC1,13%,14%,5,6%,3,9,0%,1%[57.1 µM],0.3
O=C(CSc1ccccc1F)OCC(=O)N1CCN(C(=O)c2ccco2)CC1,8%,5%,-22,-27%,-11,-16,2%,-18%,2.0
CSc1ccccc1NC(=O)CSc1cccc[n+]1[O-],11%,3%,-7,-8%,2,-27,0%,-21%,-0.8
CCCCCCCCCC(=O)N[C@@H]1c2cc(OC)c(OC)cc2C[C@H]1OCc1ccccc1,14%,9%,-23,-7%,-3,-14,1%,-2%,0.3
CCN1CCN(c2nc3ccccc3nc2C(C#N)C(=O)OC2CCCCC2)CC1 (centres undefined),-8%,2%,-7,-14%,-2,-12,3%,-2%,2.7
CC1Oc2ccccc2N(CC(=O)NC2CCCCC2)C1=O (centres undefined),3%,2%,-19,1%,8,-18,-1%,-13%,-0.8
COc1cc2c(cc1OC)C(C)N(C(=O)c1cc3c(=O)oc4ccc(C)cc4c3s1)CC2 (centres undefined),4%,1%,3,3%,2,25,-6%,0%,-3.9
CCn1cnc2c1c(=O)[nH]c(=O)n2Cc1ccccc1,43%[activator],0%,7,0%,4,19,-1%,-11%,-0.8
O=C(Nc1nc(-c2ccc(S(=O)(=O)N3CCOCC3)cc2)cs1)c1ccccc1,-23%&1%,-8%&3%,9&10,-27%,3&-1,11&1,-1%&11%,-23%&-24%,0.0&-6.4
C=CCn1c(=NC(=O)c2ccco2)sc2cc(C(=O)OC)ccc21,8%,2%,4,-3%,-18,0,25%,?,-0.8
COc1ccc(-c2cnc3cccnn23)cn1,4%,-6%,-6,0%,-3,9,28%,-5%,0.1
Cc1cc(C)n2nc(C(=O)Nc3nccs3)nc2n1,10%,3%,-1,-5%,.,31,11%,-7%,-1.3
CC(CC(=O)Nc1ccc(Cl)c(S(=O)(=O)N2CCOCC2)c1)c1ccccc1 (centres undefined),?,10%,2,0%,4,-24,1%,-7%,-1.1
O=C(CSc1ncccn1)NCc1cccs1,9%,-10%,1,-2%,-1,-11,-1%,3%,-0.2
CCN(CC)C(=O)CSc1nc2ccccc2c(=O)n1OC(C)C,-1%,34%,2,-5%,0,2,6%,-1%,-0.9
CCN(CC(=O)Nc1c(Cl)cccc1Cl)C(=O)C1CCN(c2ncnc3sc(C)c(C)c23)CC1,?,-3%,12,-1%,-4,18,-14%,-7%,-6.0
CCOC(=O)[C@]12CCC=C1N(Cc1ccccc1)C(=O)[C@H](CC(=O)N1CCN(C(=O)c3ccco3)CC1)C2,11%,2%,0,-17%,5,-6,17%,-3%,-0.8
O=C(Cn1cc(COc2ccc(Br)cc2[N+](=O)[O-])nn1)c1ccc(O)cc1,0%,-4%,-14,27µM*,-57*,-59*,-7%,-5%,0.5

# Rows are unselected, and some 7.8% of all compounds hit somewhere here.
